Screening results: PubChem BioAssay, several laboratories
MRP reversal: reverses drug resistance mediated by MRP. H69AR cells + 2 uM doxorubicin, CellTiter-Glo, 72 h. differential viability (reversal), % at 10 µM. 85,000 tested, 0.04% active;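 active means viability drop by adding the cancer drug above about 55%, with treated viability meeting a 40% cutoff, limit read from the data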;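 further: viability without doxorubicin minus viability with 2 µM doxorubicin for each compound; larger differential means the compound sensitizes cells more to doxorubicin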
NFkB transloc pot: enhances IL-1B driven NFkB nuclear translocation. HUVEC IL-1B NFkB p65 nuclear translocation imaging. activation, % at 2 µM. 94,000 tested, 0.3% active. AID 819;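 active means activation above 40%, about the mean plus 3 SD, also judged a hit on visual image review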;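 further: percent activation is computed from the nuclear over cytoplasmic p65 intensity ratio; values of inactives mirror those of a sister screen read the other way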
PLAP inhibition: inhibition of human placental alkaline phosphatase – biochemical, luminescence, HTS (AID 690); inhibition, % at 20 µM; hits with a dose series show IC50 in µM; 96,000 tested, 0.08% active; purified PLAP, luminescent substrate; higher % means a stronger effect; in the data active means a potency from the dose series; inactive means the rest, 99 in 100 with inhibition below about 30%; further: strong numbers were not always called active
NFkB transloc inh: blocks IL-1B driven NFkB nuclear translocation in HUVEC cells; HUVEC IL-1B NFkB p65 nuclear translocation imaging; inhibition, % at 2 µM; 94,000 tested, 0.43% active;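 active means inhibition above about 30% together with a positive call from visual inspection of the well image, limit read from the data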;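 further: nuclear over cytoplasmic p65 intensity ratio measured by imaging; 0% = IL-1B stimulated DMSO wells and 100% = unstimulated DMSO wells; values of inactives mirror those of a sister screen read the other way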
Bcl-B TR3 displacers: displacers of TR3 peptide from Bcl-B, primary screen, selectivity assay for Bfl-1 inhibitor project, biochemical, fluorescence polarization. AID 748. FP displacement of FITC-TR3 peptide from Bcl-B; higher % means a stronger effect. one-dose displacement, % at 20 µM; IC50 in µM for titrated hits. 96,000 tested, 0.11% active;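 active means displacement above 50% at 20 µM plus a fluorescence interference ratio under 1.5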;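 further: plate controls were wells without compound for no effect and wells lacking Bcl-B protein for full effect; a part of the inactive calls stands beside numbers as strong as those of hits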
MRP reversal cytotoxicity: also measured in MRP reversal; calls as there; viability, %; H69AR cells, CellTiter-Glo, 72 h; measured here: cytotoxicity without doxorubicin
MRP reversal with doxorubicin: further read-out of MRP reversal, marked with its call; viability, %; measured here: viability with 2 uM doxorubicin; hits give low values
NFkB transloc inh cell count 2 µM: further read-out of NFkB transloc inh, marked with its call; cell count; measured here: cells passing quality filter;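 raw number of nuclei counted in each imaged well without normalization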
NFkB transloc pot cell count 2 µM: further read-out of NFkB transloc pot, marked with its call; cell count; measured here: cells passing quality filter
* marks the source's active call; other numbers are inactive results; . = no result given. An excerpt; rates above refer to the full screens.

SMILES | MRP reversal | MRP reversal cytotoxicity | MRP reversal with doxorubicin | NFkB transloc pot | NFkB transloc pot cell count 2 µM | PLAP inhibition | NFkB transloc inh | NFkB transloc inh cell count 2 µM | Bcl-B TR3 displacers
COc1cccc2c(=O)n(CC(=O)N3CCCCC3)ccc12 | 3 | 97 | 94 | -7 | 194 | -1% | 7 | 194 | 0%
Cn1c(=O)c2c(SCc3ccccn3)nc(CC(C)(C)C)nc2n(C)c1=O | 17 | 63 | 46 | -10 | 156 | -45% | 10 | 156 | 5%
COc1ccc(N(CC(=O)Nc2ccc(C)cn2)S(=O)(=O)c2c(C)noc2C)cc1 | 30 | 98 | 68 | 2 | 156 | -29% | -2 | 156 | -2%
Cc1cc(C)c2c(c1)C1C=CCC1C(c1ccc(S(=O)(=O)N3CCOCC3)cc1)N2 (stereo unspecified) | . | . | . | -9 | 129 | -22% | 9 | 129 | 3%
c1coc(-c2nnc3sc(C4CCCCC4)nn23)c1 | 0 | 80 | 80 | . | . | 7% | . | . | -54%
O=C(CCC(=O)N1CCN(C2CCCC2)CC1)Nc1nnc(C(F)(F)F)s1 | . | . | . | 9 | 112 | -51% | -9 | 112 | -4%
COc1ccc(CCC(=O)N2c3ccccc3CC2C)cc1 (stereo unspecified) | 4 | 85 | 81 | 9 | 176 | -8% | -9 | 176 | 3%
O=C(NCc1ccc(F)cc1)c1cc(-c2ccco2)on1 | -5 | 96 | 100 | -19 | 103 | 15% | 19 | 103 | 0%
O=C(c1cnccn1)N(Cc1ccco1)C1(C(=O)NC2CCCCC2)CCCCC1 | . | . | . | -12 | 155 | 0% | 12 | 155 | -7%
Cc1nn(Cc2ccccc2Cl)c(C)c1NC(=O)C1C2CCC(O2)C1C(=O)O (stereo unspecified) | 16 | 105 | 88 | 12 | 157 | -43% | -12 | 157 | -4%
Cc1ccc(NC(=O)CN2C(=O)NC3(CCc4ccccc43)C2=O)cc1Cl (stereo unspecified) | . | . | . | 14 | 207 | 24% | -14 | 207 | -5%
O=C(c1ccccc1)N1CCCC(C(=O)N2CCc3ccccc3C2)C1 (stereo unspecified) | -4 | 74 | 78 | 0 | 153 | 1% | 0 | 153 | -6%
CCN(CC(=O)NC(c1ccccc1)c1ccccc1)Cc1nc2ccccc2c(=O)[nH]1 | -11 | 53 | 64 | -5 | 193 | -277% | 4 | 193 | -8%
Cc1cc2oc(C(=O)NC3CCS(=O)(=O)C3)c(C)c2cc1C (stereo unspecified) | -7 | 83 | 90 | 0 | 132 | 16% | 0 | 132 | -9%
Cc1cnnc2ccc3c(no[n+]3[O-])c12 | -6 | 33 | 39 | 1 | 155 | 10% | -1 | 155 | 3%
Fc1cccc(-c2nn[nH]n2)c1 | -2 | 97 | 99 | 2 | 123 | -15% | -2 | 123 | -5%
O=C1c2cccnc2C(=O)N1Cc1ccc(F)cc1 | 8 | 96 | 88 | . | . | -9% | . | . | 4%
COc1cccc(C(C#N)N2N=C(C)CC2(C)C)c1O (stereo unspecified) | -14 | 88 | 102 | 10 | 60 | 5% | -10 | 60 | -6%
COc1cc(OC)c(NC(=O)c2ccc(Br)o2)cc1Cl | -17 | 58 | 76 | 7 | 112 | 11% | -7 | 112 | 14%
CCc1cc2cccc(C)c2nc1SCC(=O)N1CCN(C(=O)c2ccco2)CC1 | -3 | 82 | 84 | . | . | -21% | . | . | -3%
CCOC(=O)C(CSCc1ccccc1)NC(=O)OC(C)(C)C (stereo unspecified) | . | . | . | 5 | 169 | -4% | -5 | 169 | 2%
O=S(=O)(N1CCCCC1)n1nnc2ccccc21 | 1 | 101 | 100 | 10 | 176 | 8% | -10 | 176 | -4%
Clc1ccc(CN2C3=NCCN3c3ccccc32)cc1 | 1 | 81 | 79 | -4 | 134 | 0% | 4 | 134 | -5%
Cc1cc(O)ccc1Nc1nc2ccccc2nc1Nc1ccc(O)cc1C | 4 | 77 | 73 | -2 | 143 | -32% | 2 | 143 | -9%
Cc1nnc2n1NC(c1ccc(Cl)cc1)C(C(=O)N1CCC(C)CC1)S2 (stereo unspecified) | 3 | 90 | 87 | . | . | 13% | . | . | 0%

Ordered by length of the SMILES (descending): some entries from above.
SMILES | MRP reversal | MRP reversal cytotoxicity | MRP reversal with doxorubicin | NFkB transloc pot | NFkB transloc pot cell count 2 µM | PLAP inhibition | NFkB transloc inh | NFkB transloc inh cell count 2 µM | Bcl-B TR3 displacers
CCN(CC(=O)NC(c1ccccc1)c1ccccc1)Cc1nc2ccccc2c(=O)[nH]1 | -11 | 53 | 64 | -5 | 193 | -277% | 4 | 193 | -8%
Cc1nn(Cc2ccccc2Cl)c(C)c1NC(=O)C1C2CCC(O2)C1C(=O)O (stereo unspecified) | 16 | 105 | 88 | 12 | 157 | -43% | -12 | 157 | -4%
O=C(c1cnccn1)N(Cc1ccco1)C1(C(=O)NC2CCCCC2)CCCCC1 | . | . | . | -12 | 155 | 0% | 12 | 155 | -7%
O=C(CCC(=O)N1CCN(C2CCCC2)CC1)Nc1nnc(C(F)(F)F)s1 | . | . | . | 9 | 112 | -51% | -9 | 112 | -4%
Cc1nnc2n1NC(c1ccc(Cl)cc1)C(C(=O)N1CCC(C)CC1)S2 (stereo unspecified) | 3 | 90 | 87 | . | . | 13% | . | . | 0%
O=C(c1ccccc1)N1CCCC(C(=O)N2CCc3ccccc3C2)C1 (stereo unspecified) | -4 | 74 | 78 | 0 | 153 | 1% | 0 | 153 | -6%
Cc1cc(O)ccc1Nc1nc2ccccc2nc1Nc1ccc(O)cc1C | 4 | 77 | 73 | -2 | 143 | -32% | 2 | 143 | -9%
CCOC(=O)C(CSCc1ccccc1)NC(=O)OC(C)(C)C (stereo unspecified) | . | . | . | 5 | 169 | -4% | -5 | 169 | 2%
COc1cccc2c(=O)n(CC(=O)N3CCCCC3)ccc12 | 3 | 97 | 94 | -7 | 194 | -1% | 7 | 194 | 0%
O=C(NCc1ccc(F)cc1)c1cc(-c2ccco2)on1 | -5 | 96 | 100 | -19 | 103 | 15% | 19 | 103 | 0%
COc1cccc(C(C#N)N2N=C(C)CC2(C)C)c1O (stereo unspecified) | -14 | 88 | 102 | 10 | 60 | 5% | -10 | 60 | -6%
COc1ccc(CCC(=O)N2c3ccccc3CC2C)cc1 (stereo unspecified) | 4 | 85 | 81 | 9 | 176 | -8% | -9 | 176 | 3%
Clc1ccc(CN2C3=NCCN3c3ccccc32)cc1 | 1 | 81 | 79 | -4 | 134 | 0% | 4 | 134 | -5%
O=C1c2cccnc2C(=O)N1Cc1ccc(F)cc1 | 8 | 96 | 88 | . | . | -9% | . | . | 4%
O=S(=O)(N1CCCCC1)n1nnc2ccccc21 | 1 | 101 | 100 | 10 | 176 | 8% | -10 | 176 | -4%
Fc1cccc(-c2nn[nH]n2)c1 | -2 | 97 | 99 | 2 | 123 | -15% | -2 | 123 | -5%

Going on with the list:
SMILES | MRP reversal | MRP reversal cytotoxicity | MRP reversal with doxorubicin | NFkB transloc pot | NFkB transloc pot cell count 2 µM | PLAP inhibition | NFkB transloc inh | NFkB transloc inh cell count 2 µM | Bcl-B TR3 displacers
CC(=O)OCC(OC(C)=O)C(OC(C)=O)C(OC(C)=O)C(=O)Nc1ccc(C)cc1C (stereo unspecified) | -9 | 103 | 111 | -2 | 154 | -42% | 2 | 154 | -7%
O=C(NCc1nc2ccccc2[nH]1)c1cccs1 | -21 | 98 | 118 | -5 | 125 | -2% | 5 | 125 | 0%
CCCCCn1c(=N)n(CC(O)COc2ccccc2OC)c2ccccc21 (stereo unspecified) | . | . | . | -15 | 50 | -18% | 15 | 50 | 0%
CCCCCCn1c(=O)c(-c2nc3ccccc3c(=O)[nH]2)c(O)c2ccccc21 | 15 | 90 | 75 | . | . | -23% | . | . | -5%
Cc1ccc(C(C(=O)NCc2ccco2)N(C(=O)Cn2nnc3ccccc32)c2ccccc2)o1 (stereo unspecified) | . | . | . | -8 | 85 | -14% | 8 | 85 | 2%
Cc1ccc(C(=O)NNC(=O)CSc2nnc3c(n2)[nH]c2ccc(C)cc23)cc1 | . | . | . | -3 | 74 | 0% | 3 | 74 | -1%
Cc1ccc(S(=O)(=O)/C(C#N)=C/c2c(N3CCN(C)CC3)nc3c(C)cccn3c2=O)cc1 | 2 | 90 | 88 | -14 | 84 | -35% | 14 | 84 | 34%
COCCCNS(=O)(=O)c1ccccc1 | -8 | 98 | 107 | -9 | 169 | -8% | 9 | 169 | 2%
CC1(C)CC(=O)C2=C(C1)NC(Nc1nc3ccccc3o1)=NC21CCCCC1 | -4 | 69 | 73 | 0 | 116 | 24% | 0 | 116 | 0%
COc1ccc(-c2nnc(SC(C)C(=O)Nc3cccc(Cl)c3)o2)cc1 (stereo unspecified) | -2 | 90 | 91 | 12 | 98 | -85% | -12 | 98 | 8%
CC(=O)c1c(C)[nH]c(C(=O)OC2CCCCC2=O)c1C (stereo unspecified) | 25 | 100 | 74 | 4 | 82 | -10% | -4 | 82 | 5%
CC(NC(=O)c1nn(C)c(=O)c2ccccc12)c1ccccc1 (stereo unspecified) | 4 | 83 | 79 | 3 | 129 | . | -3 | 129 | .
CC(C)SCCCCOc1ccc2ccccc2c1 | . | . | . | -5 | 137 | 10% | 5 | 137 | 1%
COc1cc(C)c(S(=O)(=O)N2CCOCC2)cc1C(C)C | -4 | 72 | 76 | 7 | 149 | 6% | -7 | 149 | -1%
O=C(O)CSc1ncnc2c1oc1ccccc12 | 12 | 99 | 87 | 0 | 192 | -1% | 0 | 192 | 10%
C=CCCCCCCCCc1nc(=S)[nH][nH]1 | -16 | 21 | 37 | -7 | 137 | -58% | 7 | 137 | -1%
CCNC(=O)Cc1ccc(NS(=O)(=O)c2ccc(F)cc2)cc1 | 4 | 90 | 86 | 38 | 131 | -2% | -38 | 131 | 6%
Cc1csc(-c2cnn(-c3ccccc3)c2NC(=O)c2cccc(C(F)(F)F)c2)n1 | . | . | . | -2 | 144 | -12% | 2 | 144 | 4%
CCOC(=O)c1c(C)c(-c2ccccc2)n(CC(=O)N2CCCC2)c1C | 19 | 106 | 87 | 12 | 193 | -53% | -12 | 193 | -15%
O=C(Cn1cnc2ccccc2c1=O)c1ccc2c(c1)OCCO2 | 5 | 94 | 89 | 30 | 192 | -1% | -30 | 192 | -8%
Cc1c(N=Cc2ccccn2)c(=O)n(-c2ccccc2)n1C | -3 | 92 | 95 | -6 | 130 | 10% | 6 | 130 | 2%
O=C(O)Cn1cccc1C(=O)c1ccccc1 | 1 | 101 | 100 | -4 | 163 | . | 4 | 163 | -9%
COc1ccccc1NC(=S)NNC(=O)c1nn(C)cc1Cl | . | . | . | 0 | 158 | -88% | 0 | 158 | 5%
Cc1cc(-c2sccc2C)nc(-n2cccc2)n1 | . | . | . | 2 | 99 | 12% | -2 | 99 | -10%
CCOc1ccc(CCNc2nc3c(c(=O)n(C)c(=O)n3C)n2CC)cc1OCC | . | . | . | 4 | 126 | 2% | -4 | 126 | -10%

The list goes on.
SMILES | MRP reversal | MRP reversal cytotoxicity | MRP reversal with doxorubicin | NFkB transloc pot | NFkB transloc pot cell count 2 µM | PLAP inhibition | NFkB transloc inh | NFkB transloc inh cell count 2 µM | Bcl-B TR3 displacers
CCc1c(C)nc(N)nc1OCC(F)(F)C(F)F | . | . | . | 0 | 182 | 4% | 0 | 182 | 2%
O=C(NCc1cccs1)Nc1cccs1 | 5 | 103 | 98 | -5 | 155 | -12% | 5 | 155 | -7%
CN(C)S(=O)(=O)n1cnc2ccccc21 | 3 | 95 | 92 | 17 | 174 | 27% | -17 | 174 | 0%
O=C(CSc1nccn1Cc1ccccc1)NCc1ccccc1 | 18 | 96 | 78 | -9 | 174 | 4% | 9 | 174 | 5%
CCOC(=O)N1CCN(C(=O)C2CCN(S(=O)(=O)N3CCCC3)CC2)CC1 | 4 | 92 | 88 | 5 | 55 | -3% | -3 | 55 | -4%
CCc1nnc(NC(=O)C2Cc3ccccc3CN2S(=O)(=O)c2c(C)c(C)cc(C)c2C)s1 (stereo unspecified) | . | . | . | 3 | 161 | -60% | -3 | 161 | -8%
